Screening results from PubChem BioAssay.
HIV fusion peptide – cell-free HIV fusion peptide-binding blockers – biochemical, uHTS, fluorescence dequenching, primary screen (AID 1986); cell-free peptide binding, fluorescence dequenching, 30 min; higher % means a stronger effect; inhibition, % at 20 µM; hits with a dose series show IC50 in µM; 290,000 tested, 0.3% active; in the data active = inhibition mostly above about 52%, no sharp cut-off; inactive = mostly below about 76%; note: some results filed as inactive read as strong as hits
NOD1 inhibition – NOD1 signaling inhibitors, primary screen, cell-based, luminescence, uHTS (AID 1578); NOD1-driven NF-kB luciferase reporter cells, luminescence; higher % means a stronger effect; 290,000 tested, 1% active; one-dose inhibition, % at 4 µM; EC50 in µM for titrated hits; in the data active = inhibition mostly above about 36%, no sharp cut-off; inactive = mostly below about 34%;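 note: HEK-293T reporter cells stimulated with the NOD1 agonist gamma-tri-DAP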
LYP inhibition – PTPN22 lymphoid phosphatase activity blockers – biochemical, fluorescence intensity, uHTS (AID 1779). recombinant LYP phosphatase, fluorescence intensity; higher % means a stronger effect. inhibition, % at 11.5 µM; hits with a dose series show IC50 in µM. 290,000 tested, 0.054% active;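 note: plate controls were vehicle with enzyme for no effect and no enzyme for full effect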
HEK293 NOD2/NF-kB – inhibition of NOD2-driven NF-kB reporter – cell-based, luminescence, uHTS, HEK293 (AID 1566); one-dose inhibition, % at 4 µM; EC50 in µM for titrated hits; HEK293 NOD2/NF-kB luciferase reporter, luminescence; higher % means a stronger effect; 290,000 tested, 0.63% active; note: many of its hits are not listed in these tables
PhoP inhibition – PhoP-dependent GFP reporter repression – Salmonella Typhimurium, primary screen (AID 1863) | S. Typhimurium PhoP-regulated promoter GFP reporter, 4 h; higher % means a stronger effect | inhibition, % at 50 µM; hits with a dose series show IC50 in µM | 300,000 tested, 0.16% active;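 active = inhibition over 29.93%, a cutoff 3 SD above the screen mean, later confirmed by dose response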;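 note: 0% = low Mg2+ inducing control and 100% = high Mg2+ repressing control; strong numbers were not always called active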
Myeloid diff 2 – promotes myeloid progenitor differentiation; ER-HoxA9 myeloid progenitors, lysozyme-GFP differentiation, flow cytometry; AID 624256; calls only at 10 µM; 360,000 tested, 1% active;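 active = normalized GFP-positive differentiation at or above the plate's own cutoff, the solvent-only control mean plus 3 SD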;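 note: cells exposed to compound for four days before flow analysis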
KOR beta-arrestin-1 – kappa opioid receptor blockers – cell-based, luminescence, uHTS (AID 1778); KOR beta-arrestin recruitment, luminescence, antagonist mode; higher % means a stronger effect; inhibition, % at 10 µM; hits with a dose series show IC50 in µM; 290,000 tested, 0.091% active; note: strong numbers were not always called active
KOR beta-arrestin-2 – kappa opioid receptor activators – cell-based, luminescence, uHTS, primary screen (AID 1777); 280,000 tested, 0.02% active; KOR beta-arrestin recruitment, luminescence; higher % means a stronger effect; one-dose activation, % at 10 µM; EC50 in µM for titrated hits; in the data active = activation above about 50%, passing the limit was not always enough; note: a part of the inactive calls stands beside numbers as strong as those of hits
SIAH1 antagonists – Siah-1 peptide-binding antagonists, primary screen, biochemical, fluorescence polarization, rhodamine-plectin, uHTS (AID 1817); Siah-1 / rhodamine-plectin peptide fluorescence polarization; higher % means a stronger effect; displacement, % at 20 µM, or IC50 in µM where a hit was titrated; 290,000 tested, 0.02% active;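 active = displacement of at least 50% at 20 µM, with a fluorescence ratio check between 0.3 and a set limit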;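 note: plate controls were Siah plus tracer with DMSO for no effect and tracer alone without Siah for full effect; strong numbers were not always called active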
Myeloid diff 2 GFP+ MAC1+ % – also measured in Myeloid diff 2; calls as there; GFP+ MAC1+ double positive, %; measured here: differentiation confirmed by MAC1 staining
The depositor's hits bear a star; i = inactive; / = no result given; [ ] = another dose, or the depositor's remark. Cut-off read from the data, not from the text of the source, unless noted: active = inhibition above about 50%; inactive = the rest.

smiles,HIV fusion peptide,NOD1 inhibition,LYP inhibition,HEK293 NOD2/NF-kB,PhoP inhibition,Myeloid diff 2,Myeloid diff 2 GFP+ MAC1+ %,KOR beta-arrestin-1,KOR beta-arrestin-2,SIAH1 antagonists
COc1cc(-c2cc(=O)c3c(O)c(OC)c(OC)cc3o2)cc(OC)c1O,12%,6%,-4%,-75%,4%,i,2.2,40%,-1.1%,4%
O=C(Nc1ccc(-n2cnnn2)cc1)C(c1ccccc1)c1ccccc1,0.4%,-51%,-10%,-12%,4%,i,1.0,3%,-2.3%,0%
Cc1cc(NC(=O)Cn2c(=O)c3c(ncn3CC(C)C)n(Cc3ccccc3)c2=O)no1,-1.0%,-18%,-1%,1%,4%,i,1.2,-40%,-3.7%,-2%
Cn1cnnc1Sc1ccc(C(=O)OCC(=O)Nc2ccccc2)cc1[N+](=O)[O-],0.3%,-1%,-2%,6%,14%,i,0.6,4%,2.9%,-1%
Cc1ccc2[nH]c(=O)c(CNC(C)C)cc2c1,8.5%,-8%,0%,5%,-9%,i,0.3,-31%,11%,-3%
CC1(c2nnc(-c3ccc(Cl)cc3)o2)CC(c2ccncc2)=NO1 (stereo not given),-0.9%,-6%,-9%,-17%,-6%,i,0.0,4%,2.8%,-2%
O=C(CC(=O)NC1CCCCC1)N/N=C/c1ccccc1F,2.2%,-20%,-2%,14%,-4%,/,/,17%,-2.6%,4%
COCCNC(=O)C(c1ccc(C)cc1)N(Cc1ccccc1)C(=O)CCC(=O)Nc1ccccn1 (stereo not given),1.1%,20%,-6%,16%,2%,i,0.9,-7%,2.0%,2%

Next section.
smiles,HIV fusion peptide,NOD1 inhibition,LYP inhibition,HEK293 NOD2/NF-kB,PhoP inhibition,Myeloid diff 2,Myeloid diff 2 GFP+ MAC1+ %,KOR beta-arrestin-1,KOR beta-arrestin-2,SIAH1 antagonists
CC(NC(=S)NCCc1ccccc1)C(c1cccs1)N1CCN(Cc2ccccc2)CC1 (stereo not given),-0.3%,55%,-3%,13%,1%,i,5.7,-25%,4.2%,-9%
CCOC(=O)N1CCN(c2nc3ccccc3nc2C(C#N)S(=O)(=O)c2ccc(C)cc2)CC1 (stereo not given),36%,15%,6%,26%,-27%,i,0.9,15%,7.4%,3%
Cc1cccc(N2C(N)=C(C#N)C(C#N)(C#N)C2c2ccccc2)c1 (stereo not given),-1.2%,-2%,1%,-17%,-5%,i,0.8,-13%,0.9%,-3%
O=C(Nc1nnc(-c2cccs2)s1)C1CC1,1.2%,-60%,0%,-22%,2%,i,0.2,-15%,0.9%,3%
Cc1ccc(CNC(=S)Nc2ccc(NS(=O)(=O)c3ccc(C)cc3)cc2)cc1,-1.7%,-33%,-1%,2%,-1%,/,/,-30%,3.6%,0%
O=C(OCc1nnc(-c2ccccc2)o1)c1ccc(CO)cc1,0.6%,-14%,2%,23%,-3%,i,2.1,-7%,-10%,7%
COc1ccccc1NC(=O)NC(=O)c1ccccc1,3.7%,-25%,-7%,-51%,-6%,i,0.6,-7%,0.2%,11%
CCOC(=O)c1csc(-c2snnc2C)n1,-0.6%,-2%,-7%,1%,14%,i,1.3,-3%,-2.9%,-3%

Next part:
smiles,HIV fusion peptide,NOD1 inhibition,LYP inhibition,HEK293 NOD2/NF-kB,PhoP inhibition,Myeloid diff 2,Myeloid diff 2 GFP+ MAC1+ %,KOR beta-arrestin-1,KOR beta-arrestin-2,SIAH1 antagonists
COC(=O)c1cc(Br)ccc1OC(=O)c1cccnc1,-2.9%,-21%,-3%,16%,16%,i,0.5,-16%,0.5%,3%
Cc1cccc(OCC(=O)O/N=C(\N)Cc2ccc([N+](=O)[O-])cc2)c1,1.0%,-40%,-5%,13%,2%,i,0.1,-38%,-0.3%,2%
[NH-]c1ncnc2c1N=C[N+]2=CC=CCO,2.1%,5%,1%,-4%,-3%,i,0.8,3%,1.1%,-2%
COCCSc1nnc(NC(=O)C2CC(=O)N(c3ccc(Cl)cc3)C2)s1 (stereo not given),6.1%,-20%,1%,5%,-4%,i,0.4,1%,-0.5%,12%
C1CCc2c(nnc3c2-c2nonc2CC3)C1,-0.3%,11%,0%,3%,27%,i,2.0,3%,15%,3%
CCOC(=O)CN1CCc2c(C)nc3c(-c4ccc(OC)c(OC)c4)cnn3c21,-0.6%,-29%,7%,0%,3%,i,2.4,-6%,0.3%,2%
CCCN(CCC)CCN1C(=O)C2C(C(=O)Nc3cccc(SC)c3)C3C=CC2(O3)C1C(=O)NC1CCCCC1 (stereo not given),1.1%,-19%,-10%,1%,-2%,i,3.7,-37%,-3.0%,3%
COCCN(CCOC)C(=S)Nc1ccccc1Cl,-1.1%,-31%,-3%,5%,-8%,i,0.4,24%,-7.4%,-4%

The listing continues:
smiles,HIV fusion peptide,NOD1 inhibition,LYP inhibition,HEK293 NOD2/NF-kB,PhoP inhibition,Myeloid diff 2,Myeloid diff 2 GFP+ MAC1+ %,KOR beta-arrestin-1,KOR beta-arrestin-2,SIAH1 antagonists
CCCOc1ccc(NC(=O)C2CC(=O)N(C)C(=Nc3cccc(OC)c3)S2)cc1 (stereo not given),0.0%,-28%,4%,14%,/,i,0.3,18%[20 µM],3.4%,9%
Cc1ccc(C)c(OCc2cc(C(=O)N3CC[C@@H]4CCCC[C@H]4C3)no2)c1,-1.7%,-48%,-2%,-11%,-8%,i,0.7,23%,-6.5%,3%
Cc1c(C(=O)NCCSCc2c(Cl)cccc2Cl)cccc1[N+](=O)[O-],0.9%,11%,1%,-14%,16%,i,0.2,20%,-2.6%,0%
Cc1nn(-c2ccccc2)c2c1C(c1ccc(O)c(O)c1)N1C(=N2)C(Nc2ccccc2)=Nc2ccccc21 (stereo not given),28%,-2%,-4%,-4%,-3%,i,0.9,-28%,3.3%,0%
Cc1cc(C(F)(F)F)nn1Cc1n[nH]c(=S)n1-c1cccc(Cl)c1,-1.5%,4%,-3%,9%,-14%,i,1.5,1%,-1.5%,1%
CCC(Oc1ccc(C)c(C)c1)C(=O)O (stereo not given),1.6%,-7%,-14%,1%,-29%,i,2.1,23%,1.3%,13%
COc1ccc(S(=O)(=O)N(CC(=O)N2CCOCC2)Cc2ccccc2)cc1,0.6%,-25%,-3%,-9%,-1%,i,5.0,-36%,1.5%,0%
NC(=O)CC(NC(=O)c1ccccc1)c1ccc(NC2CCCCCCC2)c([N+](=O)[O-])c1 (stereo not given),4.7%,32%,4%,20%,-1%,i,2.0,-31%[20 µM],1.8%,-2%

Next results.
smiles,HIV fusion peptide,NOD1 inhibition,LYP inhibition,HEK293 NOD2/NF-kB,PhoP inhibition,Myeloid diff 2,Myeloid diff 2 GFP+ MAC1+ %,KOR beta-arrestin-1,KOR beta-arrestin-2,SIAH1 antagonists
Cc1nc2ccc3nc(NC(=O)C4COc5ccccc5O4)sc3c2s1 (stereo not given),-0.5%,-19%,3%,-22%,-9%,i,3.1,2%,-3.6%,7%
CCOC(=O)c1cccc(NC(=O)CN(C)S(=O)(=O)c2cnc[nH]2)c1,0.5%,-8%,-8%,7%,2%,i,0.5,-22%,-0.9%,0%
COCCN(C(=S)Nc1c(C)cc(C)cc1C)C(C)c1cccs1 (stereo not given),-0.7%,-8%,-4%,-13%,-6%,i,0.2,-9%,-3.3%,-2%
COc1cc(OC)c(OC)cc1/C=N/N(C)c1ccccc1,-1.9%,-14%,-6%,13%,3%,i,0.3,-46%,-2.8%,-1%
CC(C)CC(=O)c1c[nH]c(C(=O)NCc2ccccc2)c1,-3.1%,-20%,-7%,-4%,10%,i,1.3,20%,-2.1%,-1%
COCCC(=O)N1CCC(Oc2ccc(C(=O)NCc3nccn3C)cc2)CC1,-0.7%,-24%,-12%,-4%,-1%,i,0.0,13%,0.1%,0%
COc1ccc(S(=O)(=O)Nc2c(F)cccc2F)cc1,0.8%,-12%,-2%,-3%,1%,i,0.3,6%,0.2%,1%
CCO[C@@H]1OC(C(=O)N2CCCCCCC2)=C[C@H](c2ccc(C(F)(F)F)cc2)[C@H]1CCCO,0.8%,-16%,-3%,7%,-15%,i,1.7,-10%,7.2%,-6%

The list continues.
smiles,HIV fusion peptide,NOD1 inhibition,LYP inhibition,HEK293 NOD2/NF-kB,PhoP inhibition,Myeloid diff 2,Myeloid diff 2 GFP+ MAC1+ %,KOR beta-arrestin-1,KOR beta-arrestin-2,SIAH1 antagonists
COc1ccc(C2C(C(=O)N3CCOCC3)CCC(=O)N2c2ccc(OC)cc2)cc1 (stereo not given),-0.8%,/,-6%,/,-7%,i,0.3,-36%,4.7%,-2%
O=C(NCc1ccc(Cl)cc1)c1cc([N+](=O)[O-])ccc1Cl,-0.9%,-22%,-6%,-10%,3%,i,0.1,-82%[20 µM],-3.1%,-3%
NC(Cc1c[nH]c2ccc(OCc3ccccc3)cc12)C(=O)O (stereo not given),4.7%,-4%,-1%,9%,/,i,0.7,-19%,-3.7%,-2%
O=C1c2ccccc2-c2nc3ccccc3nc21,-0.3%,-53%,-3%,-65%,-1%,i,0.6,-38%,-2.1%,3%
Cc1ccc(OCC(=O)NNC(=O)c2cc3ccccc3o2)cc1C,6.2%,4%,-3%,18%,-6%,i,0.8,-3%,2.9%,16%
Cc1ccc(C2=C(CC(=O)O)C(=O)CC2)cc1,-1.4%,8%,-8%,7%,-19%,i,0.6,2%,-0.6%,-4%
Cc1ccc(-c2n[nH]c(=O)c3ccccc23)cc1S(=O)(=O)N(C)CCO,-0.1%,-2%,2%,-1%,18%,i,0.9,-31%,-0.8%,4%
CC(C)(C)C1=CC=C(C(C)(C)C)C(=O)C1=O,-3.7%,31%,-3%,-26%,23%,/,/,/,6.9%,-5%

Remaining list, next part
smiles,HIV fusion peptide,NOD1 inhibition,LYP inhibition,HEK293 NOD2/NF-kB,PhoP inhibition,Myeloid diff 2,Myeloid diff 2 GFP+ MAC1+ %,KOR beta-arrestin-1,KOR beta-arrestin-2,SIAH1 antagonists
NC(=O)c1nsc(C(=O)N(CC(=O)NC2CCCCC2)c2cccc(F)c2)c1N,0.6%,-8%,1%,2%,-2%,i,0.9,10%,0.8%,0%
O=C1N/C(=C/c2cccn2-c2ccccc2)C(=O)N1c1cccc(Cl)c1,20%,-26%,5%,7%,11%,i,0.4,-10%,6.1%,11%
CCc1nnc(NC(=O)CCc2c[nH]c3ccccc23)s1,0.9%,-43%,0%,-3%,-7%,i,0.8,10%,-3.9%,12%
Cc1nc2ccc(NC(=S)NCc3ccccc3)cc2nc1C,-2.3%,-47%,4%,-30%,-7%,i,0.3,-9%[20 µM],-2.0%,2%
Cc1c(OCC(=O)N[C@@H](Cc2c[nH]c3ccccc23)C(=O)O)ccc2c1oc(=O)c1ccccc12,53%,-30%,4%,16%,3%,i,1.8,-20%[20 µM],-1.8%,-1%
CCn1ccc(C(=O)N2CCOCC2)n1,-1.7%,-41%,-7%,-4%,5%,i,0.2,-24%[20 µM],-7.1%,0%
N#C/C(=C\c1cn(Cc2ccccc2)c2ccccc12)C(=O)NCc1ccco1,3.5%,-49%,3%,-11%,-1%,i,0.8,-90%,28%,1%
CCN(CC)S(=O)(=O)c1cc(NC(=O)COC(=O)CCC(=O)c2ccc(F)cc2)ccc1C,-1.1%,-28%,-4%,-2%,-2%,i,0.7,-28%,1.9%,-4%

A portion of the library, so the mix of outcomes need not match the whole.
